FXIa inh 1536 – factor XIa (human) inhibition. 0.14% of 220,000 active. inhibition, % at 5 µM. purified FXIa, Boc-Glu-Ala-Arg-AMC fluorogenic substrate. P03951. AID 798;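 active means inhibition of at least 40%; inactive means inhibition below 40%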;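 further: fluorescence of freed AMC excited at 355 nm; 0% = enzyme without compound and 100% = no enzyme blank; many of its hits are not listed in these tables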
Rad51 HR inh – blocks human Rad51 in homologous recombination | 0.085% of 200,000 active | AID 1385 | hRad51 DNA strand exchange, fluorescence dequenching | Q06609 | inhibition, % at 10 µM;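 active means inhibition above 40% at the single screening dose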;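 further: 0% = DMSO control wells and 100% = blanks with heterologous ssDNA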
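Read-out basis: percent inhibition relative to plate controls and blanks / Assay system: human Rad51 nucleoprotein filaments preassembled on unlabelled ssDNA / Timing: filaments 15 min 37 °C, then compound 30 min / Control set: per-plate controls and blanks / Technique: fluorescence dequenching at 485/520 nm / Compound: 10 µM final, single point / Also added: Fluorescein- and BHQ1-tagged 47-mer duplex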
KLK5 inh – kallikrein 5 (human) inhibition. Q9Y337. recombinant hK5, fluorogenic AMC substrate cleavage. inhibition, % at 5 µM. 0.59% of 210,000 active;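 active means inhibition of 40% or more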;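 further: 0% = enzyme controls without compound and 100% = no-enzyme blanks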
Calpain2 inh – blocks pig calpain II enzyme activity; 0.37% of 220,000 active; purified calpain II, fluorogenic peptide substrate, 30 min; inhibition, % at 16 µM;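 active means inhibition above about 50%, limit read from the data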
Furin inhibitor – human furin inhibition | P09958 | purified furin, fluorogenic substrate cleavage | inhibition, % at 30 µM | 0.061% of 220,000 active | AID 463115; in the data active means inhibition above about 25%; further: inactives centre near -15
KCC2 mod – modulates chloride dependent transport by human KCC2 | Q9H2X9 | AID 1456 | KCC2 cells, thallium flux FluoZin-2 fluorescence | B-score of Tl+ flux slope (higher = more flux/activation; lower = inhibition) at 10 µM | 2.2% of 190,000 active;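 active means thallium flux slope and its plate-corrected score both differing from the plate sample mean at a set confidence after two filtering rounds, in either direction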;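 further: slope of fluorescence scaled to starting intensity during 10 to 20 s after thallium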
thrombin 1536 – thrombin (human) inhibition; P00734; alpha-thrombin, Boc-VPR-AMC fluorogenic substrate cleavage; inhibition, % at 5 µM; 0.26% of 220,000 active; AID 1046;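 active means inhibition at or above 40%; inactive means inhibition below 40%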;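 further: 0% = enzyme with no compound and 100% = wells without enzyme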
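Material: human alpha-thrombin enzyme / Medium: pH 7.5 Tris (50 mM) with NaCl 150 mM, Tween 20 0.05% / Compound: single-point dosing at 5 µM, 0.2% DMSO / Incubation: enzyme reaction carried out at room temperature / Detection: AMC fluorescence, 355/460 nm / Read-out basis: percent inhibition scaled between no-compound controls and no-enzyme blanks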
FXIIa inh – blocks human coagulation factor XIIa protease activity; P00748; purified FXIIa, Boc-QGR-AMC fluorogenic substrate, 2 h; inhibition, % at 5 µM; 0.3% of 220,000 active; AID 800; in the data active means inhibition above about 40%;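 further: 0% = enzyme with no compound and 100% = blank without enzyme; many of its hits are not listed in these tables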
PERK inh – blocks human PERK kinase | inhibition, % at 5.6 µM | 0.17% of 220,000 active | CHO PERK-DD fusion, SEAP luminescence translation reporter | Q9NZJ5 | AID 1416;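 active means inhibition above the mean inhibition of all tested compounds plus 3 SD, set separately per screening campaign, cut at about 2.9% in these data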;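 further: PERK kinase domain activated by AP20187 dimerizer at 100 nM; 0% = DMSO with dimerizer and 100% = rapamycin at 8.4 µM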
Numbers without * were called inactive; i = inactive; x = not tested or not shown; & = joins results of further samples; [ ] = dose if it differs, or a comment. Some of the compounds tested (hit frequency here may not be typical).

item | Molecule | FXIa inh 1536 | Rad51 HR inh | KLK5 inh | Calpain2 inh | Furin inhibitor
1 | Cc1cccc(C)c1NC(=O)COC(=O)CCC(=O)c1cccs1 | -1 | -5 | -8 | -7 | -22
2 | O=C(NNC(=S)Nc1ccccc1)c1cccc(Br)c1 | 9 | -17 | -231 | 23 | -16[20 µM]
3 | CC(C)c1ccc(NCCC(=O)c2cccs2)cc1 | 8 | 2 | -8 | -1 | -18
4 | COC(=O)c1c(C)oc2ccc(NS(=O)(=O)c3cccs3)cc12 | -9 | -3 | -17 | -31 | -9[20 µM]
5 | O=C(Nc1ccccn1)c1cc(-c2cccnc2)nc2ccc(Br)cc12 | -1 | -1 | -8 | -7 | -9
6 | CCN(CC)C(=O)CCCC(=O)N(CC)CC | -1 | x | 3 | -17 | -18
7 | CC(/C=N/n1cnnc1)=C\c1ccco1 | 10 | -6 | -19 | 10 | 5
8 | O=C(c1cc([N+](=O)[O-])ccc1Cl)N1CCN(Cc2ccc3c(c2)OCO3)CC1 | -6 | -4 | -25 | 38 | -8
9 | Cc1cc(-c2nc(C)c(-c3nnc(SCC(=O)Nc4ccccc4)n3C)s2)no1 | -7 | -5 | 1 | -196 | -24
10 | CC(=Nc1ccc(C)cc1C)c1sc2ccccc2c1O | -6 | -24 | -4 | 2 | -7
11 | CCOc1ccc(-n2c(SCC(=O)NC3CCS(=O)(=O)C3)nnc2-c2cccnc2)cc1 (stereo not drawn) | -2 | 13 | 4 | -12 | -19
12 | Cc1onc(-c2ccccc2Cl)c1C(=O)NCCn1ccc2ccccc21 | -2 | x | 1 | 5 | -9
13 | CCOc1ccc(C=NC23CN4CN(CN(C4)C2)C3)cc1 | 0 | -3 | -18 | -10 | -18
14 | COc1ccc(CCNC(=O)C2CCCN(c3ncccn3)C2)cc1 (stereo not drawn) | -9 | 4 | -18 | -30 | -11
15 | CN(C)S(=O)(=O)c1ccc(Cl)c(-c2nnc3n2CCCCC3)c1 | -3 | 5 | -8 | 12 | -11

item | KCC2 mod | thrombin 1536 | FXIIa inh | PERK inh
1 | 0.58 | -4 | -6 | 0.5
2 | 3.3* | -5 | 6 | 0.6
3 | -1.5 | -1 | 0 | 0.4
4 | -0.061 | -6 | -28 | 0.6
5 | 0.88 | -5 | 5 | -1.2
6 | -0.15 | -4 | 9 | 0.2
7 | 0.83 | 4 | 16 | 0.7
8 | 0.68 | -4 | -7 | -0.2
9 | -0.34 | -8 | 2 | 0.7
10 | 0.48 | -11 | -1 | 0.4
11 | -0.37 | -12 | 10 | 0.9
12 | -0.52 | 0 | 4 | -0.6
13 | -0.3 | 0 | 13 | 2.2
14 | 0.99 | -5 | 1 | 0.0
15 | -1.1 | -2 | 2 | -0.2

Gathered by group: those above with a halogen
item | Molecule | FXIa inh 1536 | Rad51 HR inh | KLK5 inh | Calpain2 inh | Furin inhibitor
2 | O=C(NNC(=S)Nc1ccccc1)c1cccc(Br)c1 | 9 | -17 | -231 | 23 | -16[20 µM]
5 | O=C(Nc1ccccn1)c1cc(-c2cccnc2)nc2ccc(Br)cc12 | -1 | -1 | -8 | -7 | -9
8 | O=C(c1cc([N+](=O)[O-])ccc1Cl)N1CCN(Cc2ccc3c(c2)OCO3)CC1 | -6 | -4 | -25 | 38 | -8
12 | Cc1onc(-c2ccccc2Cl)c1C(=O)NCCn1ccc2ccccc21 | -2 | x | 1 | 5 | -9
15 | CN(C)S(=O)(=O)c1ccc(Cl)c(-c2nnc3n2CCCCC3)c1 | -3 | 5 | -8 | 12 | -11

item | KCC2 mod | thrombin 1536 | FXIIa inh | PERK inh
2 | 3.3* | -5 | 6 | 0.6
5 | 0.88 | -5 | 5 | -1.2
8 | 0.68 | -4 | -7 | -0.2
12 | -0.52 | 0 | 4 | -0.6
15 | -1.1 | -2 | 2 | -0.2

More results follow.
item | Molecule | FXIa inh 1536 | Rad51 HR inh | KLK5 inh | Calpain2 inh | Furin inhibitor
16 | O=C(O)Cc1ccc(O)c(F)c1 | 10 | 2 | -16 | -4 | -18
17 | Cc1c(C(=O)Nc2ccccc2-c2ccccc2)cccc1[N+](=O)[O-] | -6 | -9 | 26 | 4 | -10
18 | Cc1c(C(C)O)nnn1-c1nonc1N (stereo not drawn) | 16 | -2 | -1 | -7 | -17
19 | CCCCn1c(CN2CCOCC2)nc2c1c(=O)n(C)c(=O)n2C | x | -10 | x | x | -22
20 | CCCc1[nH]c(=O)c(C#N)c2c1CCCC2 | -7 | -5 | -7 | -17 | -12[20 µM]
21 | CCCCCCOc1ccc(/C(C)=N/NC2=NCCN2)cc1[N+](=O)[O-] | 1 | -76 | -6 | 17 | -21
22 | O=C(NCc1ccncc1)c1ccc(Cl)c(S(=O)(=O)N2CCCCC2)c1 | 0 | 8 | 8 | 10 | -16
23 | NC(=O)CSc1nnc(-c2cnccn2)n1-c1ccccc1 | 1 | 4 | 3 | -37 | -20[20 µM]
24 | CCOCc1[nH]c(=S)[nH]c(=O)c1Cc1ccc(OCC)cc1 | -1 | -1 | -3 | -37 | -36
25 | CC1=NN(c2nc(-c3ccccc3)cs2)C(=O)C1N=Nc1ccccc1 (stereo not drawn) | 3 | x | x | -10 | -11
26 | Cc1noc(C)c1CSc1nnc(-c2ccncc2)n1-c1ccc(Cl)c(Cl)c1 | -9 | 3 | 1 | -23 | -25
27 | CCOC(=O)Cc1csc(NC(=O)/C=C/c2ccc(Br)o2)n1 | 22 | -2 | 39 | 8 | 6
28 | COc1ccc(N2C(=O)c3ccccc3NC2c2cccnc2)cc1 (stereo not drawn) | 2 | 19 | -15 | -69 | -28
29 | CCN(CC)C(=O)c1sc2nc(N3CCOCC3)c3c(c2c1N)CCCC3 | -1 | 0 | -33 | -320 | -15[20 µM]
30 | COc1ccc(-n2nc(C(=O)NCC(=O)Nc3cccc(NC(C)=O)c3)c3ccccc3c2=O)cc1 | -4 | 7 | -7 | -34 | -20

item | KCC2 mod | thrombin 1536 | FXIIa inh | PERK inh
16 | -0.21 | 0 | 4 | 1.2
17 | x | -5 | 12 | -0.2
18 | x | 2 | 25 | 1.9
19 | 0.4 | x | x | 0.2
20 | 0.22 | -4 | 1 | -0.1
21 | -0.029 | 4 | 3 | 1.4
22 | -0.46 | 4 | 14 | 1.3
23 | x | -2 | 16 | 0.4
24 | 0.34 | -5 | 6 | 0.6
25 | 6.6* | 4 | 15 | 1.0
26 | 0.013 | -1 | 4 | -0.4
27 | 0.84 | 31 | 25 | 0.6
28 | 0.48 | -2 | 14 | 0.0
29 | x | -1 | -7 | -2.5
30 | 0.32 | -10 | 3 | 0.1

New compounds follow:
item | Molecule | FXIa inh 1536 | Rad51 HR inh | KLK5 inh | Calpain2 inh | Furin inhibitor
31 | CCOc1ccc(CN2CCN(C(=O)c3cccc(F)c3)CC2)cc1 | 11 | -5 | -9 | -9 | -6[20 µM]
32 | O=C(Nc1ccc(S(=O)(=O)Nc2ncccn2)cc1)c1ccc(Br)o1 | -6 | -4 | -5 | -13 | -18
33 | Cc1sc2nc3c(C(=O)N4CCN(c5ccccn5)CC4)cccn3c(=O)c2c1C | 3 | 1 | -3 | -100 | -32
34 | CC(C)(C)N1C(=O)c2ccc(C(=O)NCc3ccco3)cc2C1=O | 1 | 3 | 3 | -5 | -22[20 µM]
35 | CC(C)C(NC(=O)c1ccc(C(C)(C)C)cc1)C(=O)O (stereo not drawn) | 4 | 4 | -1 | 4 | -14[20 µM]
36 | C/C(=N\NC(=O)c1ccc(CN2CCc3ccccc3C2)cc1)c1ccccc1O | -2 | 0 | 3 | -31 | -12
37 | O=C(NCc1nnc(SCC(=O)N2CCOCC2)o1)c1ccccc1F | -1 | 12 | -10 | -2 | -24
38 | Cc1noc(C)c1CSc1nnc(-c2cc(Cl)ccc2Cl)n1N | 5 | 3 | 4 | 31 | -24
39 | CCOc1ccc(S(=O)(=O)Nc2ccc(S(=O)(=O)Nc3cc(OC)ccc3OC)cc2)cc1 | 0 | -16 | 6 | -60 | -12[20 µM]
40 | Cc1ccccc1Nc1cc2ccccc2c(=O)[nH]1 | 2 | -29 | -33 | i | -11
41 | CCOC(=O)N1CCC(N(CCCOC)C(=O)Nc2cccc(OC)c2)CC1 | 20 | 1 | 9 | 3 | -14
42 | O=S(=O)(Nc1nc2ccccc2s1)c1ccc(Cl)s1 | 2 | -10 | 14 | -68 | -4[20 µM]
43 | N[C@@H](Cc1cc(I)c(Oc2ccc(O)c(I)c2)c(I)c1)C(=O)O | 0&-8 | 3 | -35&-5 | 1&16 | -8&-9
44 | Cn1c(Cc2ccc3c(c2)OCO3)nnc1SCC(=O)NC1CCCC1 | 2 | 3 | 5 | 23 | -15
45 | C=CCOc1c(Br)cc(/C=C2/NC(=S)N(C(C)=O)C2=O)cc1OC | 0 | -2 | -16 | -15 | -10

item | KCC2 mod | thrombin 1536 | FXIIa inh | PERK inh
31 | x | -1 | 22 | -0.6
32 | 0.051 | -9 | 2 | 1.5
33 | -0.31 | 2 | 10 | -0.2
34 | -0.3 | -6 | 2 | 0.6
35 | 0.42 | 1 | 19 | 1.7
36 | -2.3 | -1 | 12 | 0.1
37 | 1.4 | -6 | 9 | 0.2
38 | -1.1 | 1 | 15 | 0.9
39 | -0.52 | 2 | 5 | -0.7
40 | -0.91 | 0 | 0 | 0.6
41 | x | 5 | 13 | -0.3
42 | -1.1 | 0 | 18 | 0.0
43 | -2.2&0.12 | -2&-3 | 4&-2 | 0.9&0.5
44 | 0.056 | -1 | 5 | 0.2
45 | -0.094 | 3 | 8 | 1.1

Following part.
item | Molecule | FXIa inh 1536 | Rad51 HR inh | KLK5 inh | Calpain2 inh | Furin inhibitor
46 | CN1CCN(c2ccc(CNS(=O)(=O)c3ccc(Cl)cc3)cc2)CC1 | -1 | x | -2 | 17 | -16
47 | COc1cccc(CC(=O)NNC(=O)c2c(-c3ccccc3)noc2C)c1 | -7 | 11 | 1 | -14 | -32
48 | O=C(O)C(Cc1c[nH]c2ccccc12)NS(=O)(=O)c1ccc2ccccc2c1 (stereo not drawn) | 7 | 6 | -12 | -31 | -17
49 | COc1cccc(CNCCO)c1OCc1ccc(Cl)cc1 | -5 | 28 | -14 | -10 | -16
50 | O=C(Nc1ccc(SC(F)F)cc1)c1ccc(F)cc1 | -1 | 3 | -5 | 19 | -21
51 | Cc1ccccc1-c1coc2cc(O)ccc2c1=O | -4 | -13 | -2 | -364 | -11[20 µM]
52 | CN(C)/C=N/c1ncc(-c2ncc(C(F)(F)F)cc2Cl)cn1 | -5 | 10 | -14 | i | -15
53 | COc1ccc(CNC(=O)CCn2c(=O)oc3ccccc32)c(OC)c1 | -9 | -5 | -22 | 27 | -9
54 | CC(=O)Nc1ccc(S(=O)(=O)NC(CC(=O)NCCCN2CCOCC2)C(C)C)cc1 (stereo not drawn) | 6 | 10 | -7 | 15 | -24
55 | COc1cccc(-c2nnc(SCC(=O)N(C(C)C)C(C)C)o2)c1 | -2 | -26 | 3 | 15 | -12

item | KCC2 mod | thrombin 1536 | FXIIa inh | PERK inh
46 | 0.15 | -9 | 3 | 0.1
47 | -0.26 | 1 | 8 | 0.5
48 | 0.32 | -2 | 16 | 1.4
49 | 1.1 | -4 | -3 | 1.6
50 | 0.41 | -13 | 5 | 0.5
51 | -1.4 | -4 | 5 | 1.7
52 | 0.028 | -3 | 0 | 1.3
53 | 0.59 | -1 | -7 | -0.4
54 | 1.5 | 3 | 16 | 1.2
55 | -1 | -2 | 7 | -0.8

Source: PubChem
